PGE2 EP2 inh: blocks the human prostaglandin E2 receptor EP2; 260,000 compounds, 0.52% hits; C6 glioma cells expressing human EP2, cAMP TR-FRET; cells stimulated with saturating PGE2; P43116; AID 1422; inhibition, % at 25 µM;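 active = percent inhibition above 40 after rounding to a whole number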;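 also: rat C6 glioma host cells with rolipram phosphodiesterase inhibitor present; the protocol text gives 20 µM as final concentration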
Target sequence (P43116 whole entry, looked up): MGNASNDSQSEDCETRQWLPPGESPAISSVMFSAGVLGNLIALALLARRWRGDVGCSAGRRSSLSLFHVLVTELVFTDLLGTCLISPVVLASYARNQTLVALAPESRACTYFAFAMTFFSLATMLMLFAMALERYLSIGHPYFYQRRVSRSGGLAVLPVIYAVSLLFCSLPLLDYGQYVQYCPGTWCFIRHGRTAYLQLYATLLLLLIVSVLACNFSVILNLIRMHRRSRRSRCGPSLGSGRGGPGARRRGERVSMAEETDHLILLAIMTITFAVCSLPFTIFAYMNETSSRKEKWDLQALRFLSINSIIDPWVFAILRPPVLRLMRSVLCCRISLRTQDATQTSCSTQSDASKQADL
TNF death inh: inhibitors of TNF-alpha induced necroptosis in Jurkat FADD-/- cells; Jurkat FADD-/- TNF necroptosis rescue, ATP luminescence, 24 h; 0 = TNF only, 100 = no-TNF cells; 220,000 compounds, 0.068% hits; activation (protection from cell death), % at 10 µM;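 active = activation, meaning protection from cell death, of at least 50% relative to plate controls; inactive = activation below 50%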;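 also: necroptosis triggered by 40 ng/mL TNF-alpha added together with compound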
RBBP9 inhibitor: human RBBP9 hydrolase inhibition | O75884 | recombinant RBBP9, FP-Rh probe fluorescence polarization | inhibition, % at 7.94 µM | 220,000 compounds, 0.2% hits | AID 1515;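 active = inhibition above the campaign mean of all tested compounds plus 3 SD, cut at about 14% in these data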;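 also: plate controls were DMSO wells with RBBP9 for no effect and wells lacking RBBP9 protein for full effect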
Target sequence (O75884 whole entry, looked up): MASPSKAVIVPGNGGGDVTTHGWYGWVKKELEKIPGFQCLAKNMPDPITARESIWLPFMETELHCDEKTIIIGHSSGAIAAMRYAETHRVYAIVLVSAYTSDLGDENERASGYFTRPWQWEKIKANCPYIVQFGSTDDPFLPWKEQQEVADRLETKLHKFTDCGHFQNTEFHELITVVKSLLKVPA
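Test system: recombinant human RBBP9. Quantity: 2.5 µM RBBP9 dispensing solution, before mixing. Detection: FP readout at 525/598 nm. Reagent: Serine-hydrolase probe FP-Rh, 375 nM pre-mixing. Measure: % inhibition. Control set: DMSO-treated enzyme wells and wells lacking RBBP9. Buffer or medium: Tris-NaCl-Pluronic buffer, pH 8.0. Times: preincubation 30 min plus labeling 45 min at 25 °C.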
Runt-SMMHC FRET: Runt domain-CBFb-SMMHC interaction inhibition; Q01196+Q13951; Cerulean-Runt/Venus-CBFb-SMMHC FRET ratio 530/480, 1 h; inhibition, % at 20 µM; 220,000 compounds, 0.74% hits; AID 1434;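 active = mean inhibition across duplicate retests at 20 µM reaching about 50%, limit read from the data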;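 also: 0% = DMSO wells and 100% = wells with excess untagged CBFb-SMMHC; inhibitors lower the FRET ratio by blocking Runt binding to CBFb-SMMHC; some results filed as inactive read as strong as hits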
EP2 modulator: modulates human prostaglandin E2 receptor EP2 signaling; P43116; EP2-expressing cells, cAMP HTRF FRET, PGE2 co-stimulation; induction, % at 25 µM; 260,000 compounds, 0.83% hits; AID 940;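 active = compounds whose cAMP rise, as percent of the full-agonist control response, exceeds 60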;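 also: rat C6 glioma line stably carrying human EP2 under a CMV promoter; the protocol text gives 20 µM as final concentration; 100% = response of wells given 1 µM PGE2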
L929 necroptosis: blocks zVAD induced death of L929 cells; L929 zVAD necroptosis rescue, ATP luminescence, 24 h; with zVAD 60 µM; viability rescue, % at 10 µM; 220,000 compounds, 0.38% hits;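 active = activation, scaled between plate controls, above about 75%, limit read from the data; inactive = activation under that limit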;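 also: 0% = zVAD with DMSO and 100% = DMSO alone without zVAD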
Runt-CBFb FRET: inhibitors of human RUNX1 Runt domain binding to CBFb; 220,000 compounds, 0.46% hits; Cerulean-Runt/Venus-CBFb FRET ratio 530/480, 1 h; inhibition, % at 20 µM; Q01196+Q13951;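 active = inhibition over about 50% at 20 µM in the single-dose screen, limit read from the data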;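 also: 0% = DMSO wells and 100% = excess unlabeled CBFb competitor control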
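Assay system: Cerulean-tagged RUNX1 Runt domain (FRET donor) fusion protein / Amount: 100 nM each of Venus-CBFb and Cerulean-Runt domain / Medium: Tris buffer pH 7.5 with salts and BSA / Also added: Venus-CBFb 100 nM / Schedule: 1 h complex formation plus 1 h compound treatment, room temperature / Signal: FRET fluorescence / Read-out: loss of energy transfer signal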
Hck-Nef inh: human Hck-Nef kinase inhibition. P08631. Recombinant Hck-YEEI plus Nef, Z-Lyte FRET kinase assay. inhibition, % at 20 µM. 220,000 compounds, 0.68% hits;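 active = Hck-Nef kinase inhibition above about 50%, limit read from the data; inactive = inhibition below that limit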;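 also: 0% = DMSO with Hck plus Nef and 100% = Hck alone without Nef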
Target sequence (P08631 whole entry, looked up): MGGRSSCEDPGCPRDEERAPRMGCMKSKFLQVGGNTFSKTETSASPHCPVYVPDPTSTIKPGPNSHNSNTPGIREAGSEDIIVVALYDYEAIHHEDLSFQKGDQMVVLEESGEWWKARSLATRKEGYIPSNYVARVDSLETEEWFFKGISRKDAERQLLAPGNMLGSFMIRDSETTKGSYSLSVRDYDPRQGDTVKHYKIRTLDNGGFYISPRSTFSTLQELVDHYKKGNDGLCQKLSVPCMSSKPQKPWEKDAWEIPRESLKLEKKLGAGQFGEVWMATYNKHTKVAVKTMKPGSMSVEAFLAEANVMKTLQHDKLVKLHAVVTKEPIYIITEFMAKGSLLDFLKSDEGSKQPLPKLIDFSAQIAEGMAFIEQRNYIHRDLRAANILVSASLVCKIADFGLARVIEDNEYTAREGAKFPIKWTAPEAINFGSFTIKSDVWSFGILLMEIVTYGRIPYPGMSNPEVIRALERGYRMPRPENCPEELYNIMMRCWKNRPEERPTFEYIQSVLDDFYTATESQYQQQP
PERK inh: blocks human PERK kinase; AID 1416; 220,000 compounds, 0.17% hits; CHO PERK-DD fusion, SEAP luminescence translation reporter; Q9NZJ5; inhibition, % at 5.6 µM;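 active = inhibition above the mean inhibition of all tested compounds plus 3 SD, set separately per screening campaign, cut at about 2.9% in these data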;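 also: PERK kinase domain activated by AP20187 dimerizer at 100 nM; 0% = DMSO with dimerizer and 100% = rapamycin at 8.4 µM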
Active calls of the source: *; . = no result given; & = joins results of further samples. The list is partial, so the mix of outcomes need not match the whole.

SMILES	PGE2 EP2 inh	TNF death inh	RBBP9 inhibitor	Runt-SMMHC FRET	EP2 modulator	L929 necroptosis	Runt-CBFb FRET	Hck-Nef inh	PERK inh
O=C(/C=C/c1ccc(Cl)cc1)NCc1ccncc1	12.7	2.7	-0.3	2.7	-32.3	0.9	-0.6	3.4	-0.3
COc1ccccc1N1C[C@@H]2C[C@@H](c3ccco3)N3CCC[C@@]23C1=O	3.7	0.2	-10.3	-1.5	13.5	0.7	0.9	7.4	0.2
Cc1ccc(C2NC(=S)NC3=C2C(=O)CCC3)cc1 (stereo unspecified)	7.7	6.9	2.3	-1.4	5.2	-0.5	-2.8	3.0	1.3
CCNC(=O)c1sc(-c2ccccc2)nc1C	12.8	-1.1	-10.0	1.0	-11.1	1.4	-0.3	2.8	-0.2
O=C(Nc1cccc(C(=O)O)c1)/C(=C/c1ccc2c(c1)OCO2)NC(=O)c1cccc(Br)c1	11.1	0.6	-2.5	1.0	32.2	8.8	-1.0	22.6	0.4
CCOC(=O)c1c(-c2cccs2)csc1NC(=O)c1ccncc1	6.9	-1.5	-2.5	-3.9	57.8	5.2	2.0	6.5	2.0
OCCCc1nc2ccccc2n1CCc1ccccc1	8.2	-0.7	-4.7	62.3	-4.1	-0.2	1.6	1.9	0.4
O=C(CCn1c(=O)c2ccccc2n(CC(=O)N2CCN(c3ccccc3)CC2)c1=O)NCc1ccco1	5.6	0.2	-5.5	2.8	11.3	2.0	-0.5	21.2	0.1
CC1=CSC2=NS(=O)(=O)CCN12	10.7	1.3	-7.2	-0.3	5.7	0.0	0.6	7.0	0.1
C=CCN1C(=O)CN=C1Nc1ccc(OC)cc1OC	14.7&3.0	-3.3	-2.1	-0.5	-4.9&51.2	0.1	-1.3	1.2	0.8
CC(C)[C@H](NC(N)=O)C(=O)Nc1cccc(S(=O)(=O)N2CCOCC2)c1	2.4	0.2	-8.1	-4.3	-11.3	-0.5	0.1	21.5	2.1
CCCn1c(SCC(=O)NC(=O)NCc2ccco2)n[nH]c1=O	10.2	-2.1	-5.2	-1.9	14.7	0.1	3.4	0.3	-0.6
Cc1ccc2nc(NCCCO)nc(-c3ccccc3)c2c1	10.9	-0.4	-7.0	58.6	19.1	-0.8	28.8	6.0	-1.1
O=C(CSc1nc2ccc(NC(=O)CSc3nnnn3-c3ccccc3)cc2s1)Nc1ccccc1	7.5	-0.9	-8.8	-3.8	1.2	.	0.3	4.3	-0.7
CCCn1c(=O)c2ccccc2n2c(SCCOc3ccccc3)nnc12	-1.6	0.3	9.3	-4.2	41.2	-0.8	-3.2	-1.6	0.8
O=C(C[n+]1cccc(CNC(=O)c2ccc(OC(F)F)cc2)c1)Nc1cc(C(F)(F)F)ccc1Cl	1.6	3.7	-5.1	-0.5	2.9	0.8	-4.3	-0.8	-0.2
Clc1ccc(Sc2oc(/C=N/n3cnnc3)cc2Br)cc1	2.8	1.4	-10.9	9.0	-2.8	0.0	-12.3	1.5	0.2
O=S(=O)(Nc1cccc2c1CCCC2)c1ccc(Cl)cc1	11.8	0.8	-5.8	-6.4	4.5	0.8	0.0	7.3	0.9
Cc1ccc(NC(=O)CCC(=O)NNC(=O)c2ccccc2Cl)c(C)c1	2.3	-0.7	-8.8	0.2	33.5	0.0	3.4	-17.6	0.5
COc1ccc(S(=O)(=O)Nc2ccc3c(c2)CCC3)cc1	3.6	10.0	0.4	0.4	-35.7	-0.2	-0.6	-6.7	2.5
CCOc1cc(/C=C(\C#N)C(N)=O)ccc1OCc1c(C)no[n+]1[O-]	11.4	-2.6	-4.6	-4.7	-23.7	4.1	0.2	28.9	0.1
O=C1C=C(c2ccccc2)CC(c2cccs2)C1n1cnc([N+](=O)[O-])c1 (stereo unspecified)	7.7	-1.4	-8.3	6.1	24.5	-0.1	3.0	1.2	-0.2
CCCc1[nH]n(-c2ccc([N+](=O)[O-])cc2)c(=O)c1C=NCCc1ccc(OC)c(OC)c1	4.4	0.7	-7.2	1.5	0.8	-0.8	-0.5	33.3	0.1
CC(C)c1nc(SCC(=O)Nc2nc3c(s2)CCCC3)c2ccccc2n1	8.5	-7.4	-4.1	-1.1	36.6	0.4	-1.3	0.7	-0.4
O=C(O)/C=C/C(=O)Nc1ccc(F)cc1F	10.1	-3.6	-9.7	-1.5	12.9	-0.1	.	-3.0	0.7
CCCN(C(=O)c1ccco1)c1nnc(-c2ccncc2)s1	6.5	-2.7	-5.3	0.5	-46.9	0.1	-1.7	6.9	-0.1
O=C(CCCn1nnc(-c2cccnc2)n1)c1ccc(F)cc1	.	0.7	-3.0	2.8	-14.1	1.1	-0.4	-4.9	0.0
O=C(c1cccc(Cl)c1)c1nn(-c2ccccc2)c(=O)cc1C(F)(F)F	15.6	-6.2	-5.2	1.4	32.8	-0.1	1.2	0.4	0.7
c1ccc2c(c1)[nH]c1c(N3CCCC3)ncnc12	10.2	-6.4	-3.8	2.3	-10.4	0.0	2.9	2.6	-0.4
COc1cc(/C=N/Nc2nc(N3CCCC3)nc(N3CCCC3)n2)ccc1OCc1ccccc1F	2.9	-2.3	-1.2	-7.1	4.6	1.1	-1.7	10.3	-1.4
CCN1CCN(Cc2coc3ccc(C)cc3c2=O)CC1	9.1	1.8	-4.8	-5.8	6.7	-0.2	-0.4	-0.8	-0.3
Cc1ccc(Cn2nnnc2CN2CCC(O)(c3cccnc3)CC2)cc1	6.7	0.6	-8.1	1.7	38.6	0.4	-0.5	19.5	1.3
Cc1cccc(NC(=S)NCc2ccc3c(c2)OCO3)c1	6.7	-1.5	-3.6	2.8	-12.4	-0.8	1.7	2.5	0.9
Cc1ccc(C)c(S(=O)(=O)NCCCN2CCOCC2)c1	7.3	0.8	-2.1	1.8	11.0	0.1	0.5	8.6	-1.3
Cc1ccc(C(=O)CCNc2ccc(F)c(Cl)c2)o1	7.4	-11.6	-4.2	-33.8	-11.1	-0.7	3.4	-13.8	-0.6
CC(C)Nc1nc(SC(C)C(=O)Nc2ccccc2)nc(N(C)C)n1 (stereo unspecified)	10.1	2.0	-0.5	2.0	26.8	1.0	0.6	2.5	1.2
c1ccc(CCC2=NCCn3cccc32)cc1	17.6	1.3	-0.9	18.2	-13.0	-0.4	7.0	0.7	1.6
O=C(Nc1ccc2oc(-c3ccncc3)nc2c1)c1cccs1	10.5	-2.9	-4.6	-4.3	-12.0	0.1	-0.4	1.8	-0.2
CC(C)C(=O)NNC(=O)c1csc(-c2cccs2)n1	8.3	2.3	-7.4	-7.1	-13.4	0.0	0.7	-2.1	1.3
Cc1cccc(N=C2NC(=O)CS2)c1	11.7	-1.9	-1.7	2.0	27.2	0.1	0.0	-0.2	0.6
CC(C)CCN1CCN(C2CCN(c3ccccc3)CC2)CC1CCO (stereo unspecified)	8.2	0.1	-3.9	-1.5	12.8	0.5	-2.1	21.2	0.6
Cc1ccc(C(=O)NCc2nnc(SCC(=O)Nc3sc4c(c3C#N)CCCC4)n2C)cc1	11.3	0.0	-8.5	-2.9	2.1	-1.7	-6.1	8.1	-0.3
CN(C)c1ccc(C(=O)Nc2nc3c(s2)CCCC3)cc1	17.0	-1.3	1.2	0.6	-38.8	19.6	1.8	19.6	0.6
CC1CCCCC1NC(=O)COC(=O)c1ccc(S(=O)(=O)NCc2ccco2)cc1 (stereo unspecified)	5.2	-1.3	-4.3	1.8	-10.1	-0.9	0.8	10.0	1.5
CCCCC(CC)CNC(=O)CCCCn1c(=O)[nH]c2ccsc2c1=O (stereo unspecified)	8.0	-1.8	5.2	-1.2	-6.6	-0.3	-16.6	12.2	-0.3
COc1cccc(NC(=S)N2CCc3cc(OC)c(OC)cc3C2COc2ccc3c(C)cc(=O)oc3c2)c1 (stereo unspecified)	7.3	2.2	-7.8	2.0	13.5	0.5	4.8	-0.5	-1.2
O=C(NCc1ccco1)Nc1cccs1	14.4	2.0	-7.9	2.3	2.0	1.0	2.2	0.2	0.7
Brc1ccc(-c2csc(N3CCOCC3)n2)cc1	4.7	-0.2	-6.1	-0.3	-10.8	0.6	0.6	6.5	-0.5
COc1ccccc1-c1nnc(NC(=O)OCC(C)C)s1	22.4	-2.3	-2.5	0.4	-22.8	0.4	-1.4	-0.2	-0.6
CCCOC(=O)c1ccc(O)c(OC)c1	16.9	-0.4	-4.3	2.1	14.3	-2.0	2.0	13.4	0.1
Cc1ccc(N2CN=c3s/c(=C\c4ccccn4)c(=O)n3C2)cc1	9.0	0.9	-1.5	5.6	-17.5	0.2	-0.9	7.4	3.1*
O=S(=O)(NC1CCCCC1)c1ccc(S(=O)(=O)N2CCN3CCCC3C2)cc1 (stereo unspecified)	19.1	-0.6	-0.9	0.1	-17.8	-0.3	-1.9	1.3	0.2
CCOC(=O)c1c(C)nc(C)c(C(=O)OCC)c1-c1cccnc1	7.0	0.7	-3.1	4.1	11.2	0.8	0.4	25.2	-0.7
Cc1nc2ccccc2n1C(=O)c1ccccc1[N+](=O)[O-]	3.0	-0.2	-4.8	-1.6	21.9	0.9	0.4	0.6	1.0
CCOC(=O)C1=C(O)/C(=C\c2sccc2C)N=C1C	6.4	1.7	-3.0	-60.3	-31.5	-0.3	0.3	8.8	1.1
N#Cc1ccc(-c2nnnn2-c2ccc3c(c2)OCO3)cc1	12.0	1.5	-5.1	-13.6	-15.0	-0.5	-3.3	5.5	0.4
CCOC(=O)C1CCN(C(=O)NC23CC4CC(CC(C4)C2)C3)CC1	4.5	-1.9	3.5	-0.8	-2.0	0.1	1.2	-0.2	0.9
O=C(CSc1ccc2c(c1)OCCO2)NC(=O)Cc1ccccc1	8.1	1.3	-3.9	4.5	3.7	0.1	-0.5	4.6	0.8
Cc1ccc(C(=O)CCC(=O)CCC(=O)O)cc1	13.7	-0.5	-8.6	.	.	-0.4	.	9.5	0.1
Cc1cnnc2c1-c1nonc1CC2	10.5	-1.0	2.2	-4.3	10.3	0.1	-1.3	-0.3	1.1

Later entries.
SMILES	PGE2 EP2 inh	TNF death inh	RBBP9 inhibitor	Runt-SMMHC FRET	EP2 modulator	L929 necroptosis	Runt-CBFb FRET	Hck-Nef inh	PERK inh
CSc1ccccc1C(=O)N1CCOCC1	9.0	-1.7	4.3	-5.8	20.4	0.3	-2.2	0.4	1.4
N#CC1=C(SCC(N)=O)NC(=O)CC1c1ccccc1Cl (stereo unspecified)	11.4	0.6	-6.9	0.6	14.1	0.3	1.8	1.6	2.0
O=C(Nc1ccc(Cl)cc1)c1cc2nc(-c3ccco3)cc(C(F)(F)F)n2n1	6.6	-0.6	-6.4	-22.6	27.4	-0.3	-4.7	1.9	0.3
Cc1ccccc1-n1c(C)nnc1SCc1nc2ccccc2s1	12.5	-0.7	-5.3	3.2	-3.2	-0.6	-1.8	-0.8	-0.8
